ALOX12 inh – blocks human arachidonate 12S-lipoxygenase; P18054; hit rate 1.1% among 580,000; purified 12hLO, xylenol orange hydroperoxide absorbance; Potency, µM (doses to about 108 µM), without a hit: top-dose activity change, negative = inhibition, hits mostly inhibitors; AID 1671190; further: potency means the concentration at half of the fitted maximal effect; on the % scale 0 is the no-effect control and ±100 the full control effect
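Hydroperoxide product was detected by ferrous iron/xylenol orange as the 573 to 405 nm absorbance ratio. Arachidonic acid at 40 uM (final) was turned over for 30 min at room temperature by 150 nM human 12hLO, pH 7.0 Hepes buffer, after 15 min compound preincubation.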
ERG Ets-DNA blk – ERG Ets/DNA interaction inhibition. P11308. Potency, µM (series often up to 76.9 µM), for the others: at the top dose FP activity, negative = inhibition, hits mostly inhibitors. hit rate 0.028% among 370,000. fluorescence polarization, His-ERG Ets domain / labelled DNA. AID 624246; active means well fitted inhibition curve with a large enough effect in the polarisation, with a control signal flat; inconclusive means small, poorly fitted or top-dose-only effect, or effect the other way, or a change in a side signal; inactive means no such curve, though single readings can be large or run the other way; the % refers to the polarisation;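 further: polarization taken with two DNA probes labelled with fluorescein and Texas red; potency means the concentration at half of the fitted maximal effect; % of control where 0% means no effect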
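His-tagged ERG Ets domain (1 uM in the protein solution; 300mM KCl, 50mM Tris-HCl, 1mM EDTA, 1mM DTT, pH 7.5) received compound, then a probe mix of 5 nM fluorescein-DNA and 100nM Texas-615-DNA. Fluorescence polarization was read for both dyes.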
RGS4 inhibitor – inhibitors of human regulator of G protein signaling 4; Transcreener GDP fluorescence polarization, RGS4-accelerated GTP hydrolysis; Potency, µM (top dose mostly 114 µM), for inactives: at the highest dose activity change, negative = inhibition, hits mostly inhibitors; hit rate 0.039% among 390,000; AID 504845; further: potency means the concentration at half of the fitted maximal effect; on the % scale 0 is the no-effect control and ±100 the full control effect; nearly all actives have a fitted effect of over 75% in size; some results filed as inactive show a strong effect at the top dose
Target sequence (P49798 whole entry, looked up): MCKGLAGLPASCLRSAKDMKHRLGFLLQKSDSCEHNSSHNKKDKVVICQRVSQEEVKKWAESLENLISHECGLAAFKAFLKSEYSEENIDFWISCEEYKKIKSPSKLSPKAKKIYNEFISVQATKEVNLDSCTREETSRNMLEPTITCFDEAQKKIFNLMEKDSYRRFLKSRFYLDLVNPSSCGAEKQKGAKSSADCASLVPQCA
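MLSMR compounds (23 nl, pin-transferred) preincubated 10 min at room temperature with a 500nM (2x) first reagent, then RGS4 at 900nM (2x) plus Transcreener GDP mix added; fluorescence polarization (620/688 nm) read before and after 90 min at 30 °C.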
Pol kappa inh – DNA polymerase kappa (human) inhibition | purified Pol kappa, fluorescent DNA synthesis assay, 10 min | Potency, µM (doses to about 107 µM), for the others: at the top dose activity, negative = inhibition, actives largely listed as inhibitors | hit rate 0.53% among 400,000; further: potency means the concentration at half of the fitted maximal effect; on the % scale 0 is the no-effect control and ±100 the full control effect
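10 nM Pol kappa was preincubated with compounds for 15 min at room temperature. Reaction started with 50 nM (final) substrate. Fluorescence read kinetically at 0 and 10 min.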
LDHA block – blocks human lactate dehydrogenase A; P00338; purified LDHA, NADH/diaphorase-resazurin fluorescence; hits give low values; activity change, % (values are at about 110 or 230 µM); hit rate 0.15% among 480,000; AID 1347041; in the data active means activity change below about -30%; inconclusive means mostly about -25% to -30%;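 further: plate controls were DMSO wells for no effect and wells without enzyme for full effect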
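Human LDH5 at 2 nM final in Tris HCl pH 7.4 with 0.06 mM NADH and 0.2 mM pyruvate, reacted 5 minutes at room temperature. Remaining NADH coupled via diaphorase/resazurin; resorufin fluorescence read at 0 and 20 minutes, normalized to enzyme-free and DMSO wells.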
APE1 inh – APE1 (human) endonuclease inhibition; P27695; Potency, µM (series often up to 65.8 µM), for the others: at the highest dose activity change, negative = inhibition, most hits filed as inhibitors; recombinant APE1, TAMRA/BHQ-2 abasic DNA cleavage fluorescence; hit rate 0.35% among 350,000;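 further: potency means the concentration at half of the fitted maximal effect; plate controls were vehicle for no effect and reference inhibitor for full effect; nearly all actives have a fitted effect of over 55% in size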
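Enzyme (0.75 nM final) and test compound are incubated 15 min at room temperature before adding 50 nM quenched THF abasic-site duplex. Cleavage dequenches TAMRA, followed at 525/598 nm over three reads one minute apart.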
POLH inh – inhibitors of human DNA polymerase eta; Q9Y253; recombinant Pol eta, fluorescent DNA replication assay; Potency, µM (series often up to 114 µM), for the others: at the top dose activity change, negative = inhibition, most hits filed as inhibitors; hit rate 1.2% among 390,000; AID 588591; further: potency means the concentration at half of the fitted maximal effect; on the % scale 0 is the no-effect control and ±100 the full control effect
Target sequence (Q9Y253 whole entry, looked up): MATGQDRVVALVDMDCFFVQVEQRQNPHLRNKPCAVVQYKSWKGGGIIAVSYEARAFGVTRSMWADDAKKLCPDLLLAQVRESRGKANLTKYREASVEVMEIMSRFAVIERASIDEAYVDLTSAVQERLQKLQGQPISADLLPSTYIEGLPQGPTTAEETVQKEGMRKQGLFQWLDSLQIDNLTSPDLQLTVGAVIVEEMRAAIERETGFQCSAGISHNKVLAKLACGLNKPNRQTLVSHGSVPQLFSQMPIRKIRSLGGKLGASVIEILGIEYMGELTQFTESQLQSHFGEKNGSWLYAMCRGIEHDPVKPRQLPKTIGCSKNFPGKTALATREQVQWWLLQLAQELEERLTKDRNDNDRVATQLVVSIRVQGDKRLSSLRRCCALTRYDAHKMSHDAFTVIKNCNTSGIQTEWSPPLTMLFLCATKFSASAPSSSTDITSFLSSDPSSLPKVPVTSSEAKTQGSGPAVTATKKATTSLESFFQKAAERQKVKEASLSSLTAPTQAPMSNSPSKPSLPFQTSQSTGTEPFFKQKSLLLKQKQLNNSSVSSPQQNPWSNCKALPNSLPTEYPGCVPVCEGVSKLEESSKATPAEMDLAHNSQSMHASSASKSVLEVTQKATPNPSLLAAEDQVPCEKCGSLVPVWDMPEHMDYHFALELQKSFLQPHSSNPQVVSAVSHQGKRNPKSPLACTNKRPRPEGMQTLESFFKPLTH
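Pol eta (10 nM) was preincubated with compounds for 15 min at room temperature, after which fluorescent replication substrate (50 nM final) was added to start the reaction. Fluorescence was read kinetically at 0 and 10 min.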
Pol beta inh – inhibitors of human DNA polymerase beta; P06746; Pol beta primer extension/strand displacement, fluorescence kinetic; Potency, µM (doses to about 114 µM), for the others: at the highest dose activity change, negative = inhibition, most hits filed as inhibitors; hit rate 1.3% among 340,000; AID 485314; further: potency means the concentration at half of the fitted maximal effect; on the % scale 0 is the no-effect control and ±100 the full control effect
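Homogeneous kinetic assay of primer extension and strand displacement by 10 nM Pol beta, preincubated 15 min at room temperature with compound before 50 nM substrate (final) was added. Read at 0 and 10 min; four-parameter Hill fit.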
Anesthetic bind – candidate novel general anesthetic via apoferritin binding; P02791; apoferritin/1-aminoanthracene competitive binding, fluorescence; Potency, µM (series often up to 77.5 µM), inactives show top-dose activity change, negative = displacement, hits mostly inhibitors; hit rate 0.074% among 350,000; further: potency means the concentration at half of the fitted maximal effect; on the % scale 0 is the no-effect control and ±100 the full control effect; nearly all actives have a fitted effect of over 20% in size
Target sequence (P02791 2-175 limits assumed): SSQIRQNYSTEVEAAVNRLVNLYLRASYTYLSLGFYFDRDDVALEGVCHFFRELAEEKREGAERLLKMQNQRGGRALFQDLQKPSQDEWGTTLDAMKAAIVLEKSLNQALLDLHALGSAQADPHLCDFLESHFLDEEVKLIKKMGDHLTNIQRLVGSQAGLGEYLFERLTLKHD
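Horse-spleen apoferritin (10 uM) was mixed with 50% saturated 1-aminoanthracene in PBS, exposed to compounds for 10 min at room temperature, and read for fluorescence (ex 380 nm, em 535 nm). Competitive displacement was fitted with a four-parameter Hill equation.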
Active calls of the source: *; ? = inconclusive; . = not tested or not shown; & = joins results of further samples; [ ] = remark or other dose. Unless noted, the call rests on the fitted dose curve; in most records, active means well fitted curve in the direction sought with a large enough effect; inconclusive means small, poorly fitted or top-dose-only effect, or another doubt; inactive means no such curve, though single readings can be large; an effect the other way counts as inactive or inconclusive.

Below each compound: ALOX12 inh	APE1 inh	LDHA block	Pol kappa inh	ERG Ets-DNA blk	Pol beta inh	Anesthetic bind	POLH inh	RGS4 inhibitor
Cc1ccc(NC(=O)N2CCCCCC2)cc1
    3.5%	1.4%	-2.1	-8.2%	-4.5%	23.5%	?	-2.6%	-2.7%
S=C1NC[C@H](c2ccccc2)N1CCCCC1CCCCC1
    35.5µM*	6.8%	-2.4	-17.1%	12.9%	27.5%	-19.0%	-3.9%	3.2%
COc1ccc(-c2csc(-c3cccs3)n2)c(OC)c1
    -7.1%	-7.1%	-4.9	-10.5%	16.9%	2.8%	34.3%[activator]	-5.8%	27.0%
COc1cc(C2NC(=O)NC(c3ccccc3)=C2C(C)=O)ccc1OCC#N (stereo not given)
    -6.7%	0.3%	1.7	-3.0%	-4.7%	0.3%	-7.6%	-8.8%	-29.6%
CCN1CCN(C(=O)c2ccc(C)c(S(=O)(=O)Nc3cccc(C)c3)c2)CC1
    354.8%[activator]	2.2%	-0.6	7.5%	12.4%	4.0%	-1.7%	-11.6%	-28.7%
CCOC(=O)C1CCN(C(=O)CCCOc2ccccc2)CC1
    0.8%	2.5%	-3.8	-1.4%	.	1.1%	?	-9.4%	-3.5%
O=C(Nc1ccccc1C(=O)Nc1ccccc1)c1ccccc1F
    0.0%	5.4%	-6.2	-7.3%	-1.6%	23.5%	-5.8%	6.5%	15.3%
CCN(CC(=O)Nc1ccccc1OC)C(=O)c1cc(-c2ccccc2)nn1-c1ccccc1
    -16.6%	15.6%	1.8	-3.9%	15.2%	.	.	-20.3%	-25.6%
COC(=O)C1=C(N)OC2=C(C(=O)CC(C)(C)C2)C1c1ccccc1OC (stereo not given)
    -14.3%	2.3%	-8.2	-5.4%	19.4%	3.0%	-12.8%	-1.0%	6.5%
COc1ccc(CNc2oc(-c3cccc4ccccc34)nc2C#N)cc1
    -1.1%&135.6%	-10.8%	-0.3&12.7	-8.0%	-5.0%	-10.1%	211.7%[activator]	-5.0%	-13.9%
COc1ccc(NC(=O)CN(C)C(=O)Cc2coc3cc(C)c(C)cc23)cc1
    -10.5%	-4.1%	-4.1	-27.3%	1.6%	.	.	-21.1%	-0.1%
O=C(CNC(=O)c1cccs1)Nc1ccc2c(c1)OCCO2
    11.7%	1.5%	-0.6	-1.7%	-3.4%	.	.	-2.0%	15.2%
COc1ccc(CCNC(=O)CC2SC(N)=NC2=O)cc1OC (stereo not given)
    -9.4%	-2.5%	-5.0	1.8%	-13.7%	-1.2%	-1.8%	-16.9%	?
Clc1ccccc1CSc1ncccn1
    6.5%	-0.1%	0.6	-5.4%	.	38.5%	-21.1%	-14.6%	2.8%
CCCN(CC(=O)Nc1ccccc1C)C(=O)c1ccc(S(=O)(=O)N2CCCCC2)cc1
    -4.5%	62.2%[activator]	1.3	-6.4%	-2.4%	14.4%	-17.0%	-19.5%	-31.3%
O=C(NC(Cc1ccccc1)C(=O)NCCc1ccccn1)c1cccs1 (stereo not given)
    -12.7%	3.2%	1.3	-8.1%	0.4%	-16.5%	-0.5%	-6.8%	25.0%
C=CCN(c1ccccc1)S(=O)(=O)c1cccc(C(=O)Nc2cc(C)ccn2)c1
    10.7%	7.6%	0.1	-8.6%	11.2%	.	.	?	-29.3%
O=C(COC(=O)Cc1c[nH]c2ccccc12)Nc1ccccc1C(F)(F)F
    340.2%[activator]	-1.1%	-2.8	-7.6%	-3.0%	.	.	-13.3%	-5.3%
COc1ccc(C[C@H]2CN3C(=NC[C@@H]3C(C)C)N2CCNC(=O)CCC2CCCCC2)cc1
    -20.6%	3.5%	-2.7	-7.2%	-3.2%	2.8%	-13.9%	-21.0%	-16.3%
Cc1c(Cl)cccc1NC(=S)NCCc1ccc(S(N)(=O)=O)cc1
    -23.9%	0.4%	-22.4	4.6%	3.8%	-12.8%	-13.1%	-9.5%	-32.3%
Nc1ccc([N+](=O)[O-])cc1C(=O)NNC(=O)c1ccco1
    133.6%[activator]	-2.5%	-2.5	-11.8%	-6.8%	-20.5%	-10.8%	21.2%	0.9%
CSc1cccc(NC(=O)CC2Oc3ccccc3NC2=O)c1 (stereo not given)
    50.9%[activator]	-1.8%	-3.0	-1.1%	-0.1%	13.4%	1.3%	-1.5%	9.2%
O=C(CC1CCCCC1)Nc1nc2ccccc2s1
    17.6%	-3.1%	-5.5	-19.9%	-8.2%	-17.2%	?	-1.7%	6.9%
O=c1cc(-c2c(F)c(F)c(F)c(F)c2F)oc2ccccc12
    -15.3%	-7.2%	-2.6	-5.1%	.	-2.4%	-20.1%	-1.5%	15.0%
Cc1cc(=O)oc(C)c1C(=O)O
    -15.2%	11.1%	-2.3	-18.6%	-9.2%	-7.6%	-2.7%	-2.1%	21.3%
Cc1ccc(C)c(N2CCN(CCCNC(=O)c3cnn(-c4cccc(Cl)c4)c3C3CCN(C(=O)OC(C)(C)C)CC3)CC2)c1
    ?	.	4.4	-24.5%	5.9%	-18.0%	-16.1%	-12.3%	-1.0%
O=C(CNC(=O)c1ccc(Br)cc1)NCC(=O)OCC(=O)c1ccccc1
    ?	-5.4%	-8.7	-2.9%	1.0%	-0.7%	-6.4%	-1.7%	-0.6%
Cc1cc(NCCCn2ccnc2)n2ncc(-c3ccccc3)c2n1
    .	-3.2%	-11.0	-6.7%	1.3%	3.5%	-13.7%	-20.4%	-8.5%
COc1cc2c(cc1OC)C(COc1ccc(F)cc1)N(C(=O)c1ccccc1F)CC2 (stereo not given)
    5.3%	.	-2.5	-9.2%[60.1 µM]	-5.5%	22.7%	-10.0%	-19.9%	12.8%
Cc1ccc(OCC(=O)NCCCNC(=O)c2cccnc2)cc1C
    2.2%	-0.2%	-4.4	1.1%	2.3%	36.6%	-3.1%	-10.6%	3.8%
CC[C@H]1C=C[C@@H](C(C(=O)OC)C(=O)OC)CN1C(C)=O
    0.2%	.	-0.1	12.8%	8.3%	.	.	-13.9%	?
CCOc1ccc(Nc2nc3c(c(=O)[nH]2)CCCC3)cc1
    0.0%	9.5%	-0.2	-9.3%	-1.0%	0.2%	-0.8%	-2.1%	17.4%
Cc1cc(C)cc(NC(c2cccc(Cl)c2)c2nnc(-c3ccccc3)o2)c1 (stereo not given)
    -10.1%	.	-3.1	-22.7%	4.5%	16.0%	6.5%	-22.0%	-1.9%
CCCN1C(=O)c2ccccc2NC1c1ccc(Cl)c(Cl)c1 (stereo not given)
    ?	-7.5%	-1.4	-0.2%	-3.6%	5.1%	-3.3%	-23.1%	?
CCN(CC(=O)NC(C)C)C(=O)c1ccc(Cl)cc1
    8.7%	-0.2%	-1.1	-8.0%	24.4%	1.4%	-7.2%	-13.1%	-28.4%
Cc1ccccc1Cn1c(SCc2ccc(C(=O)NCCc3ccccc3)cc2)nc2ccncc21
    -2.0%	.	-2.3	2.9%	-1.3%	24.9%	61.1%[activator]	5.9%	15.9%
CC(C)c1ccc(/C=c2\sc3nc(-c4ccncc4)nn3c2=O)cc1
    ?	10.7%	-9.4	-10.1%	-4.4%	7.1%	-9.1%	?	-14.6%
CC(C)c1ccc(NC(=O)CSc2nc3ccccc3nc2Cc2ccccc2)cc1
    -26.2%	.	-2.9	-5.6%[60.1 µM]	-7.0%	-16.5%	-10.4%	-4.4%	6.7%
CCN1CCN(Cc2c(O)ccc3c(=O)c(Oc4ccccc4C(C)C)c(C(F)(F)F)oc23)CC1
    ?	.	-3.3	-10.9%	7.2%	-8.1%	-4.7%	-4.9%	22.4%
CCCOc1ccc(-c2csc3ncn(Cc4ccc(C(=O)O)cc4)c(=O)c23)cc1
    -3.3%	1.4%	1.9	2.3%	-7.4%	-18.6%	5.3%	12.0%	-1.7%
O=C(O)CSc1ccc(S(=O)(=O)N2CCCC2)cn1
    ?	6.3%	-5.0	-11.3%	-0.5%	.	.	-9.1%	17.9%
CC(=O)N1CCN(c2ccc(NC(=O)c3cccc(Cl)c3Cl)cc2)CC1
    -47.7%	-11.8%	-0.5	-3.0%	4.5%	26.8%	-9.4%	10.1%	7.0%[56.9 µM]
CCN(CC)S(=O)(=O)c1cc(C(=O)Nc2ccccc2[N+](=O)[O-])ccc1Cl
    -14.3%	-3.3%	2.4	-18.4%	11.0%	4.5%	-12.2%	?	-18.7%
Cc1ccc(/C=N/Nc2cc(C)nc(NCc3ccccc3)n2)cc1
    ?	1.9%	-6.1	-13.4%	0.3%	-8.1%	-11.2%	-10.7%	12.9%
Cn1nnnc1SCCCNCc1cccc(OCc2ccccc2)c1
    6.2%	.	-3.9	-8.8%	1.2%	-1.5%	4.5%	-23.4%	10.3%
Nc1ccc(SCC(=O)Nc2cccc([N+](=O)[O-])c2)cc1
    8.1%	-7.2%	-10.6	0.6%	5.0%	-1.8%	?	7.8%	9.0%
CCOc1cc(/C=N/NC(=O)c2cccnc2)ccc1OCC(=O)N1CCOCC1
    -8.2%	?	-5.2	-13.9%	.	-8.9%	8.3%	-1.6%	-2.3%
Cc1ccc(-n2nc3c(N4CCC(C(=O)NC(C)C)CC4)nnc(C)c3c2C)cc1
    -12.1%	.	-8.8	-9.2%	-8.1%	-14.9%	2.5%	-14.8%	-17.6%
O=C(CCSc1nc(-c2ccco2)cc(C(F)(F)F)n1)NCC1CCCO1 (stereo not given)
    421.3%[activator]	-2.5%	-7.6	0.4%	-6.6%	-1.4%	-20.9%	-12.6%	-0.7%

Screening data (PubChem BioAssay)

Only part of the results is shown, so the mix of outcomes need not match the whole.
